Gal4-VP16 FLuc: VP16 counterscreen qHTS for inhibitors of ROR gamma transcriptional activity; Drosophila S2 Gal4-VP16 UAS-luciferase, luminescence, 20 h; Potency, µM (top dose mostly 53.6 µM), for inactives: top-dose activity, negative = inhibition, most hits filed as inhibitors; 310,000 tested, 3.5% active; AID 2546, 2010;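 note: Gal4-VP16 expression switched on by copper sulfate through the metallothionein promoter; potency is the fitted concentration of half-maximal effect; % is set by controls: 0 for no effect and ±100 for the full control effect; nearly all actives have a fitted effect of over 50% in size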
KCNH2 3.1 inh: qHTS for Inhibitors of KCHN2 3.1: Mutant qHTS; Potassium voltage-gated channel subfamily H member 2, brain isoform KCNH2 3.1 (human); U2OS KCNH2 3.1, thallium flux FluxOr; stronger effect = lower value; activity change, % (tested at about 1.8 µM); 340,000 tested, 0.95% active; AID 720553, 2013;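 active = maximum activity change below -70%; inconclusive = maximum activity change from -70% to -50%; inactive = maximum activity change above -50%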;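 note: thallium influx rate constant from kinetic fluorescence after stimulation buffer; % is set by controls: 0 for no effect and ±100 for the full control effect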
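Steps: virus added to U2OS suspension (4 h, RT, dark); medium with 10% FBS added, cells plated, 37 C overnight; FluxOr/Red40 loading buffer 45 min RT; stimulation buffer, 2 min kinetic read; rate constant normalized.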
uPA surface inh: qHTS for Inhibitors of Cell Surface uPA Generation; cell surface uPA generation assay, qHTS; Potency, µM (doses to about 38.3 µM), inactives show at the highest dose activity change, negative = inhibition, most hits filed as inhibitors; 330,000 tested, 0.31% active; active = well fitted inhibition curve with a large enough effect; inconclusive = small, poorly fitted or top-dose-only effect; inactive = no such curve, though single readings can be large or run the other way; tested in mouse RAW 264.7 cells; note: potency is the fitted concentration of half-maximal effect; % is set by controls: 0 for no effect and ±100 for the full control effect; nearly all actives have a fitted effect of over 55% in size
RORg inh: qHTS for inhibitors of ROR gamma transcriptional activity; Nuclear receptor ROR-gamma (Mus musculus), P51450; Drosophila S2 Gal4-RORgamma UAS-luciferase reporter, 20 h; Potency, µM (doses to about 53.6 µM), for the others: at the top dose activity change, negative = inhibition, most hits filed as inhibitors; 310,000 tested, 5.4% active; AID 2551, 2010; note: potency is the fitted concentration of half-maximal effect; % is set by controls: 0 for no effect and ±100 for the full control effect; nearly all actives have a fitted effect of over 60% in size
Target sequence (P51450 whole entry, looked up, the tested form may be a part): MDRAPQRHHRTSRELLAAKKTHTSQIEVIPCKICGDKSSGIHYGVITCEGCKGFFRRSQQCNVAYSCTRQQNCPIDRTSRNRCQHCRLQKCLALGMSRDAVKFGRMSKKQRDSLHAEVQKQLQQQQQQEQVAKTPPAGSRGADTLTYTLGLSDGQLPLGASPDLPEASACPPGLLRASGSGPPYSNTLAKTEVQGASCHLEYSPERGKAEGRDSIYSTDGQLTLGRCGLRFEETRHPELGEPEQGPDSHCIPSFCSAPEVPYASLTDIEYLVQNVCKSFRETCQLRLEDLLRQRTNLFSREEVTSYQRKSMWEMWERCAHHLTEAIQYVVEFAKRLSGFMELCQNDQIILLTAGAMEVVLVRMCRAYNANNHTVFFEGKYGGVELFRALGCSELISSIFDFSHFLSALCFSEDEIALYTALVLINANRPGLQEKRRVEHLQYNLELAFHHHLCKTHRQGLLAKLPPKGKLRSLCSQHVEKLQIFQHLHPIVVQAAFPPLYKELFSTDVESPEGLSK
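Schneider cells (Drosophila), stable Gal4 DBD–ROR gamma + UAS-luc; 1 hr cmpd preincubation; Cu2+ induction 700 uM final; 20 hr ambient; luminescence.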
FLuc modulator: qHTS profiling assay for firefly luciferase inhibitor/activator using purifed enzyme and Km concentrations of substrates (counterscreen for miR-21 project). Potency, µM (titrated, usually from 57.5 µM), for the others: at the top dose activity change, negative = inhibition, usual class: inhibitors. purified FLuc, Km substrates, luminescence inhibition. 360,000 tested, 6.9% active. Luciferin 4-monooxygenase (Photinus pyralis), P08659. AID 588342, 2011;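 note: potency is the fitted concentration of half-maximal effect; plate controls were vehicle for no effect and reference inhibitor for full effect; nearly all actives have a fitted effect of over 55% in size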
Target sequence (P08659 whole entry, looked up): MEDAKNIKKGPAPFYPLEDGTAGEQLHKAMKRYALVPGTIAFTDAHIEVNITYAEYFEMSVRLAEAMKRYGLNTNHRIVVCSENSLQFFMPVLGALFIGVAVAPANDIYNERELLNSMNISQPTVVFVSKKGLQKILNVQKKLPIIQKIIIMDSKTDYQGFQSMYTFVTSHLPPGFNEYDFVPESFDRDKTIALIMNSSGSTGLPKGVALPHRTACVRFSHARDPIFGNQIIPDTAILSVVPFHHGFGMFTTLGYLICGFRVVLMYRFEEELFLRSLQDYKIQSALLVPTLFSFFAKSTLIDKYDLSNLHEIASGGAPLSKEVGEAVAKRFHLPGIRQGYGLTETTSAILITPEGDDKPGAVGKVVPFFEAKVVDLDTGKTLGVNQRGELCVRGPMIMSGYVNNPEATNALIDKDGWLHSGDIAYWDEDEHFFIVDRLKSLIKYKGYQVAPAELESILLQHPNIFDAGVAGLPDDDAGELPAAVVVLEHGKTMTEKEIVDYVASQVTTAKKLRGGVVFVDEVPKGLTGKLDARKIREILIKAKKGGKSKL
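Biochemical qHTS of compounds, final roughly 60 µM downward over six points, against 10 nM purified firefly luciferase using Km concentrations of substrates (10 uM D-luciferin, 10 uM ATP) in Tris acetate pH 7.5 buffer; luminescence output.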
ELG1 genotoxic: qHTS screen for small molecules that induce genotoxicity in human embryonic kidney (HEK293T) cells expressing luciferase-tagged ELG1. HEK293T ELG1-luciferase reporter, luminescence, 16 h. Potency, µM (titrated, usually from 46 µM), for inactives: at the highest dose activity change, positive = activation, most hits filed as activators. 330,000 tested, 1.3% active. AID 504466, 2011; note: potency is the fitted concentration of half-maximal effect; % of control where 0% means no effect; nearly all actives have a fitted effect of over 60% in size
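Reporter readout depends on ELG1 protein level, which increases with genetic stress. After 16 hr compound exposure at 37 °C, luciferase activity was quantified using ONE-Glo.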
Rab9 promoter act: qHTS Assay for Rab9 Promoter Activators. Huh7 Rab9 promoter-luciferase reporter, luminescence, 24 h. Potency, µM (titrated, usually from 9.22 µM), for inactives: at the highest dose activation, negative = inhibition, most hits filed as activators. 320,000 tested, 2.8% active. AID 485297, 2010; note: potency is the fitted concentration of half-maximal effect; % of control where 0% means no effect; nearly all actives have a fitted effect of over 60% in size
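Steps: seed 1500 Huh7 Rab9-luc cells per well, rest 2 h at 37 °C; add compound in DMSO; incubate 24 h; add luciferase reagent, 10 min ambient; read luminescence.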
Tb PFK block: qHTS Assay to Find Inhibitors of T. brucei phosphofructokinase; T. brucei PFK, ADP-Glo luminescence; Potency, µM (top dose mostly 57.5 µM), inactives show at the top dose activity, negative = inhibition, actives largely listed as inhibitors; 330,000 tested, 0.17% active; AID 485367, 2010;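 note: potency is the fitted concentration of half-maximal effect; 0% = uninhibited 1x PFK enzyme wells and -100% = no-enzyme wells; nearly all actives have a fitted effect of over 60% in size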
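Luminescent ADP detection (ADP-Glo, two-step: ATP depletion then ADP-to-ATP conversion for luciferase) reported PFK activity after 45 min room-temperature reaction of 1.25 nM enzyme with 0.5 mM F6P and 0.1 mM ATP at pH 8.0.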
FBPA coupling cs: qHTS Assay for Inhibitors of Fructose-1,6-bisphosphate Aldolase from Giardia Lamblia: Coupling assay counterscreen; activity change, negative = inhibition, % at 58.2 µM, hits read low; 290,000 tested, 0.67% active; coupling enzyme system counterscreen, AmpLite Red fluorescence; in the data active = activity change below about -30%; note: % is set by controls: 0 for no effect and ±100 for the full control effect
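Compounds tested against the coupling enzymes alone at 57.5 uM final; readout was AmpLite Red fluorescence (525/598 nm) after 20 min at RT.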
Giardia kill: Small Molecules that selectively kill Giardia lamblia: qHTS; Giardia lamblia trophozoite viability; activity change, % at 7.66 µM, hits read low; 340,000 tested, 0.15% active; in the data active = activity change below about -80%; inconclusive = between about -30% and that limit;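 note: parasites exposed to compound for two days anaerobically before the ATP read; % is set by controls: 0 for no effect and ±100 for the full control effect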
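Each well holds 100 Giardia trophozoites and compound. After two days (48 hrs) at 37 deg C in anaerobic conditions, ATP is quantified by luminescence.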
NPC1 prom act: qHTS Assay for NPC1 Promoter Activators; 320,000 tested, 2.4% active; Huh7 NPC1 promoter luciferase reporter, 24 h; Potency, µM (doses to about 9.22 µM), for the others: at the highest dose activation, actives largely listed as activators;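 note: potency is the fitted concentration of half-maximal effect; % of control where 0% means no effect; nearly all actives have a fitted effect of over 60% in size; reporter is driven by a mutant NPC1 promoter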
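Compounds in DMSO were transferred onto Huh7 NPC1-luciferase reporter cells pre-incubated 2 h; after 24 h at 37 °C, Amplite reagent was dispensed and luminescence recorded 10 min later.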
Active calls of the source: *; u = inconclusive; x = not tested or not shown; [ ] = remark or other dose. Unless noted, calls come from the whole dose curve; as a rule, active = well fitted curve in the direction sought with a large enough effect; inconclusive = small, poorly fitted or top-dose-only effect, or another doubt; inactive = no such curve, though single readings can be large; an effect the other way counts as inactive or inconclusive. The order is random; any-hit rate near 14%.

Values run as follows: Gal4-VP16 FLuc | KCNH2 3.1 inh | uPA surface inh | RORg inh | FLuc modulator | ELG1 genotoxic | Rab9 promoter act | Tb PFK block | FBPA coupling cs | Giardia kill | NPC1 prom act
1. COc1ccccc1N=Nc1c(C)[nH]n(-c2ccccc2)c1=O
  4% | -2 | 3% | 22% | 11µM* | -3% | u | 0% | 3 | 3 | u
2. COc1ccc(-c2csc(Cc3nnc4n3CCCCC4)n2)cc1
  1% | -2 | -4% | 17% | -3% | 2% | -4% | 0% | -2 | -1 | -4%
3. CCc1nnc(NC(=O)Cc2cccs2)s1
  -5% | 2 | 7% | 5% | -2% | 1% | 0% | 0% | -1 | -10 | 0%
4. O=C(NNS(=O)(=O)Cc1ccccc1)c1ccc([N+](=O)[O-])cc1
  -4% | -4 | 4% | 1% | -11% | -5% | -1% | -2% | 2 | 0 | 1%
5. N#C/C(=C\c1c(N2CCCCCC2)nc2ccccn2c1=O)C(N)=O
  -9% | -7 | -6% | 18% | -1% | -4% | 0%[1.84 µM] | -1% | -1 | -17 | -6%
6. CC(C)c1onc(C(=O)N2CCCCCC2)c1[N+](=O)[O-]
  1% | x | -4% | 4% | 0% | 1% | -8% | 2% | 3 | -13 | 1%
7. O=c1oc(-c2ccccc2)nc2sc3c(c12)CCC3
  1% | -1 | 1% | 0% | 2.4µM* | 0% | 10% | u | 3 | 8 | -1%
8. CC(=O)NCCc1cnc[nH]1
  2% | -11 | 10% | -2% | 7% | 3% | -5% | 0% | 0 | -20 | 1%
9. CC(C(=O)Nc1ccc(S(=O)(=O)N2CCCC2)cc1)N1CCN(C(=O)c2ccco2)CC1 (stereo not given)
  11% | -7 | -3% | -7% | 9% | 0% | 0% | 2% | 4 | -18 | -3%
10. O=C(O)CCC(=O)NN1C(=O)c2ccccc2NC1c1ccco1 (stereo not given)
  12% | 7 | 2% | -1% | 1% | 6% | -1% | 0% | 0 | 12 | -2%
11. CCN1CCN(CCNC(=O)c2cn(C(C)c3ccccc3F)nn2)CC1 (stereo not given)
  -1% | -16 | -9% | -21% | 5% | 1% | 0% | -1% | 1 | -22 | -2%
12. Cc1ccccc1Nc1nc(N)nc(COC(=O)c2ccccc2)n1
  15% | 5 | 2% | -2% | 15µM* | u | 2.2µM* | -5% | -2 | 0 | u
13. O=C(c1cc2nc(-c3ccc(Cl)cc3)cc(C(F)(F)F)n2n1)N1CCOCC1
  0% | 16 | 5% | -3% | -1% | -3% | -1% | -4% | -2 | -2 | -2%
14. O=C1OCCC1Sc1nnc(-c2ccc3c(c2)OCO3)o1 (stereo not given)
  u | -6 | u | 10µM* | 9.5µM* | -1% | -2% | 9% | 2 | -21 | -4%
15. O=C(c1ccc(Cl)c(S(=O)(=O)N2CCCCCC2)c1)N1CCN(c2ccccn2)CC1
  -17% | -2 | x | -16% | 3% | -15% | -12% | 0% | 5 | -10 | -5%
16. Cc1ccc(NC(=O)C2(C)Cc3ccccc3C(=O)O2)cc1 (stereo not given)
  -5% | -13 | 1% | u | -17% | 4% | -7% | -4% | 2 | -20 | -2%
17. Cc1ccc2nc(-c3ccccn3)c(NC3CCCC3)n2c1
  -2% | -35 | -2% | 4% | -1% | 6% | -5% | 2% | 1 | -6 | -4%
18. CC(Oc1ccccc1)C(=O)OCC(=O)NC(=O)NCc1ccco1 (stereo not given)
  1% | -5 | 7% | -5% | 2% | 0% | -1% | 4% | 1 | 7 | -1%
19. O=C(c1ccccc1Cl)N(Cc1ccc(Br)cc1)N1C(=O)CCC1=O
  -3% | 2 | 7% | 4% | 3% | -5% | 3% | 2% | -2 | 8 | -6%
20. COc1cccc(-c2sc3ccc(OC)cc3c2-c2ccc(O)cc2)c1
  x | x | 25% | x | -1% | 0% | -6% | 2% | x | -23 | 3%
21. O=C(Nc1ccc(Nc2ccccc2)cc1)C(Cl)(Cl)Cl
  -4% | 3 | -1% | u | u | -5% | 0% | -1% | 0 | -5 | 6%
22. O=C(CN1C(=O)/C(=C/c2c(F)cccc2Cl)Oc2ccccc21)NCc1ccco1
  -15% | x | x | 30% | -20% | 4% | 18% | -2% | 3 | x | 0%
23. O=[N+]([O-])c1cc(Cl)ccc1NCCc1ccccn1
  -1% | 12 | -10% | 14% | u | 15% | 18% | -1% | 1 | -8 | 3%
24. COc1cccc(CNC(=O)CCC(=O)N2CCSc3ccccc32)c1OC
  -4% | 11 | -6% | 26% | -3% | 1% | 0% | 10% | 1 | 1 | 0%
25. CN(C)c1ccc(C2N(c3ccc(Cl)cc3)C(=O)C3CCCN32)cc1 (stereo not given)
  1% | 4 | -4% | 7% | 2% | 6% | -3% | -3% | 0 | 16 | 6%
26. O=C(CN1CCN(CC(=O)c2ccc(F)cc2)CC1)Nc1ccccc1Cl
  8% | -12 | -4% | -1% | -9% | 0% | 1% | 0% | 4 | 0 | 5%
27. O=C(N/N=C\C=C\c1ccco1)c1cncc(Br)c1
  u | -12 | 0% | 2.2µM* | -6% | 0% | 1% | -6% | -11 | -2 | -2%
28. CNC(=O)c1c[nH]c2ccc(S(=O)(=O)Nc3cccc(SC)c3)cc2c1=O
  -1% | -4 | -11% | 0% | 3% | -3% | 3% | -3% | 4 | -26 | -2%
29. CCOC(=O)c1cccc(C(=O)Oc2ccccc2)n1
  -3% | 3 | -1% | 0% | -8% | 3% | 1% | -5% | 2 | -27 | -1%
30. CCCCCCCCCCS(=O)(=O)N/N=C/c1ccccc1OC
  -12% | 4 | 11% | 17% | 0% | 0% | -12% | -8% | 1 | -2 | -2%
31. CN1CCC(N(C)C(=O)/C=C/c2cn(-c3ccccc3)nc2-c2cccs2)CC1
  -11% | 2 | -17% | u | u | 10% | -1% | 1% | 2 | 12 | 3%
32. Cc1cc(C)cc(C(=O)N2CCC(CCC(=O)NC3CC3)CC2)c1
  -9% | 2 | 0% | 6% | 4% | 11% | -1% | 0% | x | 2 | -3%
33. COC(=O)c1sccc1NC(=O)CC1C(=O)NCCN1C(=O)c1ccc(N(C)C)cc1 (stereo not given)
  -3% | 11 | 10% | 18% | -4% | -1% | 14% | -2% | -3 | -1 | 14%
34. O=C(Cn1cc(SCc2cccc(Cl)c2)c2ccccc21)N1CCOCC1
  -16% | -13 | 0% | -1% | 19µM* | 9% | u | u | -5 | -14 | 21%
35. Cc1cc(C(=O)NCC(=O)OCC(=O)N(C2CCCCC2)C2CCCCC2)ccc1[N+](=O)[O-]
  -7% | -11 | 2% | 26% | 2% | -1% | -5% | 0% | 3 | -5 | -2%
36. CC(C)C[C@@]12C(=O)N(c3cccc(Cl)c3)C(=O)N1[C@H](c1ccc(F)cc1)[C@@H]1C(=O)N(C3CCCCC3)C(=O)[C@@H]12
  x | -13 | 6% | x | 0% | 0% | -2% | u | x | 8 | 1%
37. Cc1nc(NC(=O)c2cccs2)ccc1Br
  22% | 8 | -5% | 17% | 6µM* | u | 3.5µM* | -1% | 0 | 5 | 3.5µM*
38. O=C(CN1C(=O)NC(CCc2ccccc2)C1=O)Nc1cccc(Br)c1 (stereo not given)
  x | -8 | 7% | x | x | -3% | x | 5% | x | -13 | x
39. Cc1cn(C(=O)c2ccccc2)c(=S)n1-c1ccc(Br)cc1
  -4% | 3 | x | 32% | 2% | -4% | -4% | 0% | 1 | -4 | -7%
40. COc1ccc(Br)cc1CN1CCN(S(=O)(=O)Cc2ccccc2)CC1
  -2% | 3 | 4% | 14% | -4% | -1% | -2% | 3% | x | -21 | 2%
41. COCC1CCN(C(=O)CCc2nnc(C3(c4ccc(Cl)cc4)CCC3)o2)CC1
  4% | -2 | -4% | 4% | -10% | 2% | 5% | 2% | 1 | 4 | -1%
42. Cc1cc(C(=O)OCC(=O)N2CC(=O)Nc3ccccc32)c(C)n1-c1ccc(F)cc1
  0% | -26 | 9% | u | 3% | 0% | -6% | 1% | 2 | 8 | -1%
43. NNC(=O)c1cccc(COc2ccc3c(c2)CCC3)c1
  5µM* | -21 | -2% | 3.2µM* | 2.4µM* | u | 0.32µM* | -4% | 0 | -11 | 0.22µM*
44. Fc1ccc(C2CCCN2Cc2nc(CC3CC3)no2)cc1 (stereo not given)
  -12% | 23 | 12% | 8% | 0% | -3% | 0% | -4% | 3 | -1 | -2%
45. CCOC(=O)C(=O)N1CCC(C(=O)OCC)CC1
  10% | 7 | -4% | -1% | -19% | 4% | 2% | -3% | 1 | 9 | -2%

High-throughput results deposited in PubChem by National Center for Advancing Translational Sciences (NCATS).
